LEDGF integ inh: blocks HIV-1 LEDGF/p75-dependent DNA integration; TR-FRET IN-LEDGF/p75 DNA integration, Eu/Cy5; inhibition, % at 3.7 µM; 0.64% of 370,000 active;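 active means inhibition above the screen-wide mean plus 3 SD, cut at about 13% in these data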;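 further: signal is the Cy5 over europium emission ratio at 671 and 618 nm; 0% = plate median of compound wells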
NPR2 activator: GC-B (human) receptor activation; P20594; activation, % at 10 µM; 0.11% of 370,000 active; HEK293-GC-B cells, CNP EC30, cGMP TR-FRET; 0% at EC30 CNP, 100% saturating CNP;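 active means activation at 10 µM reaching about 35% in either raw or pattern-adjusted values, limit read from the data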
ABHD4 inh: ABHD4 (mouse) inhibition, primary FP screen. purified mABHD4, FP-Rh probe fluorescence polarization. inhibition, % at 8.92 µM. 0.54% of 370,000 active;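 active means inhibition exceeding the mean over every tested compound plus 3 SD, cut at about 30% in these data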;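 further: 0% = plate median of compound wells and 100% = S159A mutant with DMSO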
Target sequence (Q8VD66 whole entry, looked up): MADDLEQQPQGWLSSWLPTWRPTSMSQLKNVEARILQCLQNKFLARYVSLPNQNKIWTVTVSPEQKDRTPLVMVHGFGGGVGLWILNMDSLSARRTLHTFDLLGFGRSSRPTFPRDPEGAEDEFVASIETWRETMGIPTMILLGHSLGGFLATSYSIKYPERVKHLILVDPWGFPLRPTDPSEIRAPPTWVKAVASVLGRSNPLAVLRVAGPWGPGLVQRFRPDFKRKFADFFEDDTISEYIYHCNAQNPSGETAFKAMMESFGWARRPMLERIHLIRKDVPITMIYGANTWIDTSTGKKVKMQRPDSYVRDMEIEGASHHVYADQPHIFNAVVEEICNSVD
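Material: mouse ABHD4 enzyme, wild type; Benchmarks: S159A mutant high control, sample median low control; Buffer or medium: HEPES pH 7.0, NaCl, Pluronic buffer; Signal: fluorescence polarization; Read-out: percent inhibition of probe binding, normalized to plate controls; Timing: pre-incubation 45 min, probe exposure 60 min, at 25 °C; Dosing: 8.92 µM, single dose.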
HTRA1 inh: inhibitors of human serine peptidase HTRA1; recombinant HTRA1, FP-rhodamine activity-based probe, fluorescence polarization; inhibition, % at 5.96 µM; 0.5% of 340,000 active; AID 504803; in the data active means inhibition above about 36%;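 further: 0% = enzyme with DMSO and 100% = wells lacking enzyme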
TCR CD3 inh: blocks the human TCR-CD3 interaction; TAMRA-labeled TCR probe fluorescence, biochemical; inhibition, % at 9.4 µM; 0.37% of 360,000 active; in the data active means inhibition above about 19%;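 further: recombinant mutant TCR 2C K166C tagged with TAMRA read by polarization; 0% = receptor in buffer alone and 100% = receptor with positive control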
MBD2 inh: MBD2-methylated oligo binding inhibition | TR-FRET, MBD2 binding to methylated oligonucleotide | inhibition, % at 4.4 µM | 0.31% of 370,000 active; in the data active means inhibition above about 13%
TDP2 inh: TDP2 (human) inhibition, absorbance primary screen; inhibition, % at 12.8 µM; AID 720702; recombinant TDP2, T5PNP hydrolysis, p-nitrophenol absorbance 415 nm; O95551; 0.34% of 370,000 active;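 active means inhibition above the mean of all tested compounds plus 3 SD, set per campaign, cut at about 25% in these data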;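 further: 0% = DMSO with enzyme and 100% = buffer with substrate but no TDP2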
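Incubation: 2 h at 37 °C; Test system: recombinant human TDP2; Quantity: enzyme 120 nM; Read-out basis: percent inhibition; Medium: 50 mM Tris-HCl pH 7.5 with Mg2+, KCl, DTT, BSA; Repeats: single replicate; Compound: 12.8 µM single point, 1% DMSO; Signal: epi absorbance; Reagent: 5 mM T5PNP chromogenic substrate; Benchmarks: no-enzyme high, DMSO-plus-enzyme low.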
PRMT1 inh: blocks human protein arginine methyltransferase 1; 1.3% of 370,000 active; inhibition, % at 2.79 µM; AID 652257; recombinant PRMT1, activity-based probe fluorescence polarization; Q99873;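 active means inhibition above about 21% made by adding two undisclosed values, limit read from the data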
rCAG binder: molecules binding r(CAG) RNA repeats. inhibition, % at 3 µM. 1.3% of 370,000 active. r(CAG) RNA repeat, TO-PRO-1 dye displacement fluorescence;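 active means inhibition above the plate cutoff, the mean of all test compounds on that plate plus 3 SD, cut at about 35% in these data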;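 further: 0% = DMSO alone and 100% = 100 µM mitoxantrone as full dye displacement; higher means more dye released from RNA so lower well fluorescence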
SIAE primary: human SIAE inhibition, primary screen; Q9HAT2; SIAE FP-Rh probe binding, fluorescence polarization; inhibition, % at 9.66 µM; 0.69% of 370,000 active;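 active means inhibition above a cutoff: mean of compounds within the control limits plus 3 SD of those, cut at about 17% in these data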;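 further: 0% = plate median of compound wells and 100% = probe without SIAE protein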
Target sequence (Q9HAT2 whole entry, looked up): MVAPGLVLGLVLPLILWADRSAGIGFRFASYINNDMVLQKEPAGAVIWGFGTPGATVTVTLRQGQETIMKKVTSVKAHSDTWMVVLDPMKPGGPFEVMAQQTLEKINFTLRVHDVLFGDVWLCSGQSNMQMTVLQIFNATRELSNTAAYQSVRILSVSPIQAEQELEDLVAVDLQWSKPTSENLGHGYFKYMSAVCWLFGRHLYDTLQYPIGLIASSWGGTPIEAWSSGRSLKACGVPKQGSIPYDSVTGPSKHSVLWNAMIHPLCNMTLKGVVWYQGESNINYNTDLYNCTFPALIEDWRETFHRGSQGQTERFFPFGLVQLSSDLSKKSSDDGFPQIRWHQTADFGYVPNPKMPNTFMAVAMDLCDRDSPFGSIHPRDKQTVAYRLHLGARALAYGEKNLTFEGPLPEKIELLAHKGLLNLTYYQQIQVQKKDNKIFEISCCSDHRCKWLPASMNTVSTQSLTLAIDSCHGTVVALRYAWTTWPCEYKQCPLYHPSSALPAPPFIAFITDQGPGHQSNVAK
Active calls of the source: *; nt = no result given.

SMILES	LEDGF integ inh	NPR2 activator	ABHD4 inh	HTRA1 inh	TCR CD3 inh	MBD2 inh	TDP2 inh	PRMT1 inh	rCAG binder	SIAE primary
CC1(C)C(C=C(Cl)Cl)C1C(=O)Nc1ccc(S(=O)(=O)Nc2ncccn2)cc1 (stereo unspecified)	-5	-4	-2	-12	-6	4	-3	2	29	-7
Cc1noc(C)c1CSCC(=O)Nc1nc2ccc(Oc3ccccc3)cc2s1	1	-1	-37	-46	3	3	6	-2	0	-29
CCO[C@H]1OC(C(=O)O)=C[C@@H](c2ccc(C(F)(F)F)cc2)[C@@H]1CCCO	3	1	-4	-6	-1	-3	-2	-1	2	4
COc1ccc(-c2csc(NC(C)c3nc4cc(Cl)c(Cl)cc4n3CCCO)n2)cc1 (stereo unspecified)	3	-3	-2	-33	5	3	-10	-2	12	-2
COc1cc(-n2c(C)nc3cc(C(=O)N4CCCCC4)ccc32)cc(OC)c1OC	0	13	-13	nt	nt	1	11	-2	0	-16
O=C1CC(N2CCN(Cc3ccccc3)CC2)C(=O)N1c1ccccc1 (stereo unspecified)	4	5	2	2	3	-2	-3	9	-1	7
O=C(Cn1c(=O)oc2ccccc21)Nc1ccc2c(c1)OCCO2	0	2	4	5	1	-6	3	1	3	-3
COC(=O)N(C)C[C@@H]1OCc2cnnn2CCCC(=O)N([C@H](C)CO)C[C@@H]1C	-3	1	-2	0	-3	2	6	-2	3	3
CCOc1ccccc1NC1=C(OC)C(=O)C(Nc2ccccc2OCC)=C(OC)C1=O	-2	-2	3	0	0	-4	-5	1	2	9
O=C(Nc1ccc(S(=O)(=O)N2CCCCCC2)cc1)C1CCCO1 (stereo unspecified)	0	-1	8	2	-3	0	7	2	0	1
COc1ccc(C(=O)N2CCCCCCC2)cc1OC1CCN(C(C)C)CC1	-2	-1	3	6	-2	0	16	0	-6	3
O=C(c1ccccc1)c1ccccc1C(=O)N1CCN(Cc2ccccc2F)CC1	1	0	0	3	5	2	5	0	-8	-5
NNC(=O)c1cc2ccccc2cc1O	2	-1	21	31	5	5	4	2	41*	18*
CC(C)(C)C(=O)c1c(N)[nH]c(C(=O)c2ccccc2)c1-c1ccc(Br)cc1	-2	-15	1	nt	6	-1	-3	-2	7	3
CC(C)C(=O)Nc1c(-c2cccs2)c(=O)c2ccccc2n1C	0	0	6	11	0	1	8	0	1	0
COc1ccc(S(=O)(=O)N(C)C[C@@H]2Oc3ccc(NC(=O)Nc4c(C)noc4C)cc3C(=O)N([C@H](C)CO)C[C@@H]2C)cc1	-3	5	2	4	7	-11	-1	-1	-7	1
COCCNC(=O)C1(C)CCCN(Cc2ccc(C)c3ccccc23)C1 (stereo unspecified)	2	-5	-8	nt	-5	-4	-2	5	-4	-1
CC(=O)Nc1ccc(S(=O)(=O)N(Cc2ccccc2)c2ccccn2)cc1	-3	7	2	-6	-8	4	4	1	-2	-7
CCOC(=O)C1=C(COC(=O)COc2cc(C)ccc2C)NC(=O)NC1C (stereo unspecified)	0	-1	-8	-2	-6	-3	-5	3	-10	8
COc1ccccc1CNC(=O)c1cc(-c2cc(F)ccc2OC)n[nH]1	-3	15	-7	nt	-4	0	-4	1	1	0
CCN(C(=O)COc1cc(=O)n(C)c2ccccc12)c1cccc(Cl)c1	0	-10	2	-6	10	-2	0	-1	-2	-3
Cc1c(C(=O)N2CCN(c3ccccn3)CC2)cccc1[N+](=O)[O-]	-5	3	5	-2	-8	1	1	0	-5	18*
Cc1ccccc1CN1CCN(c2nc3ccccc3s2)CC1	-4	0	-10	-13	-5	7	-11	14	2	-6
O=C(O)CCNC(=O)c1ccc(NC(=O)C(c2ccccc2)c2ccccc2)cc1	-4	6	-1	3	5	2	4	-3	12	-3
O=C(NCCc1ccccc1)c1ccc(-c2ccc(F)c(F)c2)c2ccoc12	-1	0	0	nt	-4	-1	7	1	3	5

Molecules shown so far with a COOH group, in the order listed:
SMILES	LEDGF integ inh	NPR2 activator	ABHD4 inh	HTRA1 inh	TCR CD3 inh	MBD2 inh	TDP2 inh	PRMT1 inh	rCAG binder	SIAE primary
CCO[C@H]1OC(C(=O)O)=C[C@@H](c2ccc(C(F)(F)F)cc2)[C@@H]1CCCO	3	1	-4	-6	-1	-3	-2	-1	2	4
O=C(O)CCNC(=O)c1ccc(NC(=O)C(c2ccccc2)c2ccccc2)cc1	-4	6	-1	3	5	2	4	-3	12	-3

The list goes on:
SMILES	LEDGF integ inh	NPR2 activator	ABHD4 inh	HTRA1 inh	TCR CD3 inh	MBD2 inh	TDP2 inh	PRMT1 inh	rCAG binder	SIAE primary
Cc1c(C(=O)NCc2ccc3c(c2)OCCO3)sc(=O)n1Cc1ccc2c(c1)OCO2	-2	-1	-7	nt	7	-4	-11	1	1	-2
Cc1c(C(=O)Nc2ccccc2)sc2nc[nH]c(=O)c12	-5	1	7	-10	1	-3	-3	3	0	-2
O=C(Cc1ccc2c(c1)OCCO2)Nc1cccc(S(=O)(=O)N2CCOCC2)c1	0	-1	-1	-6	-2	0	-4	0	2	0
O=C1C(=Cc2cn(-c3ccccc3)nc2-c2ccc(OCc3ccc(Cl)cc3)cc2)SC(=S)N1CCS(=O)(=O)O	-1	-7	-84	nt	2	-1	-5	14	68*	-65
CCSc1nnc(-c2sc3nnc(-c4ccccc4)c(-c4ccccc4)c3c2N)o1	2	-10	-3	3	1	2	-10	8	5	2
CC(C)(C)[C@H]1COC(=O)CCC/C=C/C[C@H](CC(=O)N(CCO)Cc2ccccc2)C(=O)N1	-1	2	5	-3	-4	-2	-2	0	-4	-8
COC1CCCN(Cc2cn(C)nc2-c2ccc(Oc3ccccc3)cc2)C1 (stereo unspecified)	-5	-5	-2	-2	-1	8	-8	5	-7	-2
CC(Sc1nc2ccccc2o1)C(=O)O (stereo unspecified)	3	2	3	7	9	0	3	-1	-1	6
CCOC(=O)c1ccc(NC(=O)Nc2cccc(C)n2)cc1	-1	-2	-3	-8	7	-2	6	0	0	2
COc1ccc(CCNC(=O)COc2ccc(N(C)S(=O)(=O)c3ccc(C)cc3)cc2)cc1	1	-10	7	-15	2	1	2	-1	1	-6
Cc1ccc2c(c1)-n1c(nc3ccccc3c1=O)C(Cc1ccccc1)NC2=O (stereo unspecified)	-1	6	-2	nt	1	4	0	1	0	-3
COc1ccc(-n2c(C)c(C)c3c(NCCN(C)C)ncnc32)cc1	6	-1	-10	1	-6	2	-1	-2	-4	8
C=CCON/C(CCC)=C1\C(=O)C(C(=O)OC)C(C)(C)CC1=NC (stereo unspecified)	1	-1	-10	1	4	1	-12	-4	-4	-14
CCOc1cc(C(=O)Nc2ccc(S(=O)(=O)Nc3cc(C)on3)cc2)cc(OCC)c1OCC	-1	-1	-5	-6	4	-5	-7	0	41*	7
Cc1nnc(SCc2ccc(C(=O)Nc3cc(Cl)ccc3C)cc2)s1	1	7	-13	-6	1	-2	10	0	2	-26
COCC(C)n1c(SCC(=O)c2cc(C)n(C)c2C)nc2ccccc2c1=O (stereo unspecified)	4	-2	3	-4	1	-2	-8	1	-5	4
CCOc1ccc(OCCC(=O)OCC(=O)NC2CCCCC2)cc1	0	3	-2	2	-2	-4	7	-1	-9	-2
O=C(c1ccc(Cl)c(S(=O)(=O)N2CCCCCC2)c1)N1CCN(CCO)CC1	-4	5	1	1	6	1	0	-2	-5	5
CC1(C(=O)NCCCN2CCCC2=O)CCN1CCc1ccccc1 (stereo unspecified)	0	-4	7	nt	4	-1	3	0	-2	4
CCCCc1ccc(NS(=O)(=O)N(C)C)cc1	0	-3	0	-1	4	0	7	2	-2	1
COc1ccc(/C=C2\SC(=O)N(CC(=O)N(C)C3CCS(=O)(=O)C3)C2=O)cc1 (stereo unspecified)	1	-8	1	-2	-2	-2	-4	-2	3	-5
O=C(CNS(=O)(=O)c1ccccc1F)N1CCN(c2ccccn2)CC1	-4	1	6	nt	nt	-1	7	3	0	2
CSc1ncccc1C(=O)OCC(=O)NCCC1=CCCCC1	1	2	-5	-1	-2	-3	-3	-2	-4	8
CN(CC(=O)Nc1ccc(N2CCOCC2)cc1)Cc1cc(=O)n2ccsc2n1	8	-1	-4	-3	-2	2	-2	-2	-6	-2
Nc1[nH]c(C(=O)c2ccccc2)c(-c2ccc(Cl)cc2)c1C(=O)c1c[nH]c2ccc(Br)cc12	3	-8	-35	nt	-8	-8	-7	-4	25	-24
(continued)
SMILES	LEDGF integ inh	NPR2 activator	ABHD4 inh	HTRA1 inh	TCR CD3 inh	MBD2 inh	TDP2 inh	PRMT1 inh	rCAG binder	SIAE primary
CCOC(=O)/C(C#N)=C/c1ccc(OCC(=O)Nc2ccc(OC)cc2)c(OC)c1	-2	nt	3	-1	-6	2	-2	1	-1	-7
Cc1ccc(C)c(NC(=O)C2Cc3ccccc3CN2C(=O)OCc2ccccc2)c1 (stereo unspecified)	-5	-2	-3	-15	-6	4	-4	1	-2	-6
CCc1cccc(C)c1NC(=O)CN(C)S(=O)(=O)c1ccc(-c2ccc(=O)[nH]n2)s1	2	-3	0	4	2	-5	8	-1	4	-1
C/C(CCc1ccc2c(c1)OCO2)=N\N=C1\NC(=O)CC(C(=O)Nc2ccc(C(=O)O)cc2)S1 (stereo unspecified)	1	-1	-4	6	7	0	7	-6	5	-2
C#CCNC(=O)c1cc(-c2ccccc2)sc1N	-5	0	-4	nt	-10	6	-12	27*	9	-2
Cc1cccc(C(=O)OCC(=O)N(C)CC(=O)Nc2ccc(Cl)c(C(F)(F)F)c2)c1	1	-5	-3	-21	6	-6	-13	-3	2	-7
Cc1occc1-c1nnc(SCC(=O)c2ccc(F)cc2)n1Cc1ccco1	3	3	0	-6	3	3	-7	-1	-2	-3
COc1ccc(-c2c(C)nc3c(-c4ccc(F)cc4)cnn3c2N)cc1	1	0	-1	-9	-3	0	-15	8	1	6
CCCCC/S(CC1CC1(Cl)Cl)=N\S(=O)(=O)c1ccc(C)cc1 (stereo unspecified)	7	-7	3	-8	0	0	0	-4	-6	-4
O=C(C1CC1)N(CCN(C(=O)C1CC1)c1ccccc1)c1ccccc1	-2	-20	6	-1	1	-1	7	0	-7	-1
CCN(CC)S(=O)(=O)c1cccc(-c2n[nH]c(=S)n2C(C)COC)c1 (stereo unspecified)	-3	3	2	12	-5	3	-7	3	1	4
COc1ccc(/C=N/N=C/c2ccc(OC)cc2)cc1	2	1	1	-2	2	3	2	-4	-3	-5
CCOc1ccc(N2CCc3c(C)nc(SC)nc32)cc1	-4	-2	-1	0	7	4	5	0	4	6
COCCN1Cc2c(sc(C)c2C)N(C(=O)c2ccccc2)C1	-4	-6	-3	-9	-7	10	-17	2	6	1
COCC(CN1CCN(C2=NS(=O)(=O)c3ccccc32)CC1)OC(=O)c1ccc(OC)cc1 (stereo unspecified)	-4	-4	4	3	3	-2	2	2	-3	-2
COc1ccc(/C=C/C2=NC(=C\N(C)C)/C(=O)O2)cc1	1	-11	11	7	-2	-5	1	0	1	13
CCOc1nc(NCc2ccco2)nc(Nc2ccc(OC)cc2)n1	1	5	5	-3	-5	3	-3	1	2	12
Cc1ccc(S(=O)(=O)NCc2cccnc2)cc1C(=O)NC1CCCCC1	-2	3	-1	0	6	-5	-11	0	-3	-1
Cc1ccc2cc(CN(CCCN(C)C)C(=S)NCc3ccccc3)c(=O)[nH]c2c1C	-6	1	12	-3	-6	-4	-10	4	0	2

Only part of the results is shown, so the mix of outcomes need not match the whole.
